# Screening results as filed in PubChem BioAssay.
# FLuc stim CS = affects firefly luciferase, flagging false hits in luciferase stimulation screens; 200,000 tested, under 10 active; activation factor at 10 µM; P08659; ATPlite luciferase biochemical, luminescence, 10 min; 0 = ATP-free wells, 1 = DMSO control; AID 1027;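 active = luciferase activation factor, scaled between plate controls, of at least 2 with compound at 10 µM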
# Target sequence (P08659 whole entry, looked up): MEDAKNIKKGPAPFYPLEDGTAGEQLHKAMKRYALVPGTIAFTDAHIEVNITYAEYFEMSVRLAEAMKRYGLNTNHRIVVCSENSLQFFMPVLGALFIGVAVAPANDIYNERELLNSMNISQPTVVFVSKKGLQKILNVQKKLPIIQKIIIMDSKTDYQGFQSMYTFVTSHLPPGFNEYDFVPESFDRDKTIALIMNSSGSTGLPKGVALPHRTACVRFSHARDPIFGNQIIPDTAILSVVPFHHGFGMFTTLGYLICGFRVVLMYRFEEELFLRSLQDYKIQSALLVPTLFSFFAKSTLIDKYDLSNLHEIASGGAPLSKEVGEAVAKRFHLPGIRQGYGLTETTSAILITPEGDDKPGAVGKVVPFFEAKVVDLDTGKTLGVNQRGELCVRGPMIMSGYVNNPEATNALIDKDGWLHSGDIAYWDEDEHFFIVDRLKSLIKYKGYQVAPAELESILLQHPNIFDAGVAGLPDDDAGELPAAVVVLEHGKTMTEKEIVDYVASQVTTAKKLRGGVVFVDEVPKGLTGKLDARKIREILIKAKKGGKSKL
#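 System: Luciferase/luciferin detection reagent, cell-free biochemical luciferase assay | Medium: PBS buffer for ATP | Dosing: Test compounds dosed from 2 mM stocks in 100% DMSO | Timing: 10 min at ambient temperature | Signal: Luminescence measurement of luciferase light output | Evaluation: Luciferase activation, seen as luminescence increase over controls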
# NF-kB expr up = raises NF-kB expression in human neuronal cells | NF-kB reporter expression; stronger effect = higher value | fold change at 12.5 µM | 1.6% of 190,000 active; in the data active = fold change above about 3.3
# Hsp70 act = transcriptional activators of Hsp70. HeLa Hsp70 promoter luciferase reporter, luminescence; scaled: vehicle 0, proteasome-inhibitor control 100%. activation, % at 10 µM. 0.04% of 200,000 active;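 active = activation above the mean across all tested compounds plus 3 SD, cutoff set per campaign, cut at about 5.5% in these data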;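 note: 100% = MG132 at 30 µM as the positive control and 0% = DMSO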
# APP transl inh = APP translation inhibition | inhibition, % at 2 µM | SH-SY5Y APP 5'UTR-luciferase reporter, luminescence | 0.82% of 190,000 active | AID 1285;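 active = inhibition above a set limit, derived from the sample mean plus 3 SD, cut at about 45% in these data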; note: values of inactives mirror those of a sister screen read the other way
# HMGR II inh = blocks class II HMG-CoA reductase of Enterococcus faecalis; inhibition, % at 10 µM; purified E. faecalis HMGR, NADPH absorbance 340 nm kinetic; 0.41% of 190,000 active; AID 1066;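 active = inhibition above a set limit, the median over all tested compounds plus 3 SD, cut at about 9.5% in these data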;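 note: enzyme runs in reverse so mevalonate oxidation gives rising NADPH absorbance; 0% = complete reaction with DMSO and 100% = background rate lacking mevalonate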
# FLuc inh counter = Photinus pyralis luciferase inhibition counter-screen. P08659. inhibition, % at 10 µM. ATPLite firefly luciferase biochemical luminescence, 10 min. 1.5% of 200,000 active;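 active = inhibition above about 50% when tested at 10 µM, limit read from the data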
# G6PDH counter = inhibits Leuconostoc G6PDH, flagging false hits in G6PDH-based assays; 0.12% of 200,000 active; AID 1020; Purified L. mesenteroides G6PDH, diaphorase/resazurin coupled fluorescence, 45 min; inhibition, % at 5 µM; in the data active = inhibition above about 50%
# STAT1 activator = activators of IFN-gamma induced STAT1 signaling | NIH 3T3 STAT1-luciferase reporter, luminescence; 100% = IFN-gamma alone, no compound | activation (% of control), % at 5.5 µM | 2.6% of 200,000 active;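 active = activation above the screen-wide mean activation plus 3 SD, cut at about 130% in these data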;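 note: raw ratio to IFN-gamma control signal so 100% means no change and 0% no light; values of inactives mirror those of a sister screen read the other way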
# APP 5'UTR act = APP 5'UTR luciferase reporter activation. SH-SY5Y APP 5'UTR luciferase reporter, luminescence; zero percent = DMSO vehicle wells. activation, % at 2 µM. 1% of 190,000 active. AID 1276;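 active = activation above a set limit, based on mean plus 3 SD of controls, cut at about 140% in these data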; note: values of inactives mirror those of a sister screen read the other way
# DTT redox prof = compounds producing H2O2 with reducing agent – biochemical, NIH compound library profiling, artefact control for MLSCN library redox annotation, primary screen; DTT-dependent redox cycling H2O2, phenol red/HRP absorbance; 100% = 100 µM peroxide control, 0% = buffer; 0.03% of 200,000 active; activation, % at 10 µM;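 active = activation of at least 50% relative to the plate's high and low controls in the primary single-dose screen; inactive = activation below 50%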;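 note: compound incubated with DTT at 0.8 mM final as the reducing agent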
# * hit, by the source's call; x = no result given. Compounds as they come, and some 5.3% of all compounds hit somewhere here.
SMILES,FLuc stim CS,NF-kB expr up,Hsp70 act,APP transl inh,HMGR II inh,FLuc inh counter,G6PDH counter,STAT1 activator,APP 5'UTR act,DTT redox prof
Cc1cc(=O)[nH]c(SCc2nnnn2-c2ccc(Cl)cc2)n1,1.1,1.1,-0.2,-9,-2,-8,4,91,9,-0.1
O=C(Cn1c(-c2cscn2)nc2ccccc21)Nc1ccccc1F,1,0.76,-0.3,-21,-4,0,8,97,21,2.0
CCn1c(=N)n(CC(=O)c2cccc([N+](=O)[O-])c2)c2ccccc21,1,1.2,0.6,-30,-1,-3,6,107,30,0.1
COC(=O)c1ccc(NC(=O)CSc2nc3ccccc3c(=O)[nH]2)cc1,1,1.4,-0.1,14,-2,-4,10,97,-14,3.3
O=C(Nc1ccc2c(c1)C(=O)N(CC1CCCO1)C2=O)c1ccc(Cl)c(Cl)c1 (configuration not stated),1,1.1,-0.4,0,0,1,7,110,0,-0.1
CNCCOc1ccccc1C(C)(C)C,1,0.98,0.0,1,-4,0,2,98,-1,0.4
COc1ccc(S(=O)(=O)N(C)C)cc1NC(=O)Cc1c[nH]c2ccccc12,1.1,1.1,-0.1,-29,-2,-5,1,88,29,-1.0
O=C(CCSc1nnc2scc(-c3ccccc3)n12)NCc1ccc2c(c1)OCO2,1,1.3,-0.5,-7,-1,-2,6,100,7,2.6
Cc1nn(C)c(C)c1NC(=O)CSc1nc(C2CC2)nc2c1cnn2-c1ccccc1,1.1,1.1,-0.3,-9,-6,-5,-1,96,9,0.2
CCCCn1nnnc1NCc1ccc(N(CC)CC)cc1,1.1,0.84,-0.2,-6,-1,-8,3,99,6,-0.3
NC(=O)C(=O)N/N=C/c1c(F)c(F)c(F)c(F)c1F,1,0.91,-0.3,3,0,-4,1,95,-3,0.1
CCC(Oc1ccccc1)C(=O)NC1CCSC1=O (configuration not stated),1,1.2,0.1,8,-5,-4,8,94,-7,-1.0
CCN(CC)C(=O)NC1CCCCCCC1,1.1,1.1,-0.2,-6,-7,-8,-2,99,6,0.5
Cc1cccc(C(=O)Nc2ccc(O)cc2C(=O)O)c1,0.8,0.95,0.2,10,-1,24,6,97,-10,-0.8
Cc1ccccc1C1C(C#N)=C2N=C(N)c3c(sc4c3CCCCC4)N2C2=C1C(=O)CCC2 (configuration not stated),1,0.86,0.0,-10,6,-1,4,97,10,-4.0
Cc1cnc(NC(=O)CSc2ccccc2)s1,1,1.8,-0.3,-24,-6,-1,10,111,24,-1.4
COC(=O)c1ccc(C(=O)OC)c(NC(=S)N2CCOCC2)c1,1,1.1,-0.4,10,-6,-2,11,103,-10,1.0
N#CC1=C(N)OC2=C(C(=O)CCC2)C1Cc1ccccc1 (configuration not stated),x,x,-0.2,-19,x,x,x,91,19,1.9
CSc1nc(C)c(CCO)c(=O)[nH]1,1,1.2,-0.3,0,-2,-4,4,99,0,-2.2
COCCNc1nnc(SCC(=O)Nc2sc3c(c2C(=O)c2ccccc2)CCCC3)s1,1,0.85,0.0,-12,-4,-1,-15,83,12,0.3
O=S(=O)(c1ccc(Cl)cc1)N1CCN(S(=O)(=O)N2CCCCCC2)CC1,1,1,-0.2,24,-6,-4,11,101,-24,0.4
CCNC(=S)N=Nc1c(O)[nH]c2ccc([N+](=O)[O-])cc12,1.1,1.2,-0.4,0,-4,-7,2,96,0,-1.8
COc1ccccc1NC(=S)N(CCCN(C)C)Cc1cc2cc3c(cc2[nH]c1=O)OCO3,1,1.4,-0.1,-7,-5,-3,4,99,7,0.7
S=C1NCCOCCOCCOCCOCCNC(=S)NCCOCCOCCOCCOCCN1,1.1,1.1,-0.2,-7,-1,-8,-4,98,7,0.9
Cc1cc(N2C(=O)C(=O)/C(=C(/O)c3ccc(F)cc3)C2c2ccc(Cl)cc2)no1 (configuration not stated),1,1,-0.1,1,0,-4,-5,107,-1,1.3
O=C(NCc1ccco1)C1(c2ccc(Cl)cc2)CCCC1,1.1,1.1,-0.6,20,-1,-8,7,95,-20,0.1
CCC(=O)Nc1nnc(CCc2ccccc2)s1,1,1.4,-0.3,1,-9,-3,5,112,-1,3.6
Fc1ccccc1CSc1nc2ncccc2[nH]1,0.7,1.4,-0.1,-20,0,28,26,124,20,2.3
Cc1ccc(-c2cc(C(=O)NCc3ccccn3)no2)cc1,0.9,1.9,0.2,9,-4,14,18,114,x,0.4
Cc1cc(N2C(=O)CC(Cc3ccc(Cl)cc3)C2=O)no1 (configuration not stated),1.1,1.2,-0.2,-11,-1,-11,2,101,11,2.7
CCOC1(/N=C(\C)NS(=O)(=O)c2ccc(Cl)cc2)C(C)=CC(=O)C=C1C,1,0.85,-0.5,-5,-1,-3,0,105,5,0.2
COc1ccc(OC)c(S(=O)(=O)Nc2ccc(OCC(=O)O)cc2)c1,1,0.92,-0.4,-8,-7,-3,5,111,8,-2.1
Cc1cc(N2CCN(Cc3cn(C)nc3-c3ccccc3F)CC2)cc(C)n1,1,0.85,-0.2,81*,-1,-4,6,94,-81,0.1
CCCc1nnc(NC(=O)CCC(=O)N2CCN(c3ccccn3)CC2)s1,1,0.95,0.0,22,-7,-5,5,101,-21,1.1
CCC(c1nnc(SCC(=O)Nc2ccc(C(=O)Nc3ccccc3OC)cc2)o1)N(C)C (configuration not stated),1,1.1,0.2,-6,1,1,-29,96,5,0.1
Cc1nc2c(c3c1[nH]c1ccccc13)C(=O)CC(C)(C)C2,1,0.69,0.1,4,-2,1,10,94,-4,-4.8
Cc1ccc(NC(=O)CSc2nc(N)cc(=O)[nH]2)cc1Cl,1.1,1.1,0.0,-4,-5,-10,-4,107,4,-0.3
CCCN(CC(=O)Nc1cc(C)on1)S(=O)(=O)c1cccc(C(F)(F)F)c1,1,1.1,-0.1,-4,-2,-3,-7,94,4,-2.2
Cc1ccc(C(=O)N/C(=C/c2ccco2)C(=O)NCCCn2ccnc2)cc1,1,1.1,-0.3,-10,-3,-4,10,99,10,0.1
CN(Cc1nc(-c2ccccn2)no1)S(=O)(=O)c1ccccc1,1,1,-0.1,4,-3,1,-6,105,-4,-1.2
CNC(=O)c1oc(-c2ccccc2)nc1C,1.1,1.1,-0.1,4,-1,-8,16,99,-4,-0.1
COc1ccc(CNC(=O)c2ccc(NC(=O)CC3SC(N4CCCC4)=NC3=O)cc2)cc1 (configuration not stated),1,1,-0.1,-9,-4,-4,4,94,9,0.0
CCN(CC)S(=O)(=O)c1ccc2oc(C(=O)O)c(C)c2c1,1,1.1,-0.2,-3,-1,-4,2,102,3,3.6
COc1ccc([N+](=O)[O-])cc1N/C(=N/S(=O)(=O)c1ccccc1)c1ccccc1,1.1,1.2,-0.1,-4,-3,-5,4,97,4,-1.6
Cc1onc(-c2ccccc2Cl)c1C(=O)NC(=S)NCc1cccnc1,1,1.2,-0.1,4,-2,-5,4,96,-4,-0.6
O=C1c2ccccc2-c2cccc(NS(=O)(=O)c3ccc(C(F)(F)F)cc3)c21,1.1,1.1,-0.1,-1,-4,-6,10,94,1,1.5
CSc1nc2c(c(=O)n1C)SC(C)C2 (configuration not stated),1,1.2,0.0,-1,-10,-5,-10,100,1,-0.1
N/C(=N\OC(=O)Oc1ccccc1)c1ccc([N+](=O)[O-])cc1,1,1.2,0.0,14,1,0,-1,100,-14,-0.2
COc1ccccc1OCCN(C#N)c1nc(N(C)C)nc(N(C)C)n1,1.1,0.95,0.7,2,-2,-8,13,101,-2,-1.3
CCOC(=O)c1ccc(N2C(=O)c3n[nH]c(C)c3C2c2ccc(OC)cc2)cc1 (configuration not stated),1,0.69,0.1,6,-5,-3,5,103,-6,0.8
CC1(C)Cc2nc3[nH]c(=S)n(-c4ccccc4)c(=O)c3cc2CO1,x,x,-0.2,6,x,x,x,92,-6,0.2
COCCNCc1ccc(Cl)cc1Cl,1.1,1,-0.2,6,8,-5,11,100,-6,0.2
COc1ccc(C)cc1NC(=O)Nc1ccccc1,1,0.92,0.2,14,-1,-1,7,93,-14,0.0
CCOc1cc(/C=C2/C(=N)N3OC(C)=CC3=NC2=O)ccc1OC,1,1,-0.3,-3,-6,-5,1,106,3,-0.6
Cc1cccc(C)c1NC(=O)c1sccc1SCc1cccc(C(F)(F)F)c1,1,0.95,0.0,-5,-1,-4,3,104,5,-7.8
COc1ccc(C(=O)NCC(=O)OCc2csc(-c3ccccc3)n2)cc1,1,1.2,-0.2,-21,0,4,1,99,21,-0.1
COc1cccc(C(C)N(C)Cc2nc(-c3ccoc3)oc2C)c1 (configuration not stated),1,0.96,-0.3,14,1,-5,12,83,-14,0.0
O=C(Nc1ccc2c(c1)OCO2)Nc1ccccn1,0.5,2.7,-0.1,-82,-2,50*,1,148*,82,0.5
O=C(CN1C(=O)CSC1=O)N1CCCCC1,1,1.3,0.1,11,0,-2,0,101,-11,0.5
Cc1ccc(S(=O)(=O)N(C)c2c(C)ccc(S(=O)(=O)N3CCN(C)CC3)c2C)cc1,1,1.2,0.2,11,0,-3,9,100,-11,-0.2

# (more compounds)
SMILES,FLuc stim CS,NF-kB expr up,Hsp70 act,APP transl inh,HMGR II inh,FLuc inh counter,G6PDH counter,STAT1 activator,APP 5'UTR act,DTT redox prof
O=C1C2C3CCCC3=C3CCCC3C2C(=O)N1c1ccccc1 (configuration not stated),1,1.2,-0.1,-3,-9,-2,-4,97,3,1.4
Nc1c(C(=O)CCC(=O)O)oc2ccc(Cl)cc12,1,1.4,-0.2,1,-5,3,10,105,-1,-0.5
COc1ccc(C2C(C(=O)Nc3cccnc3)=C(C)Nc3nc(-c4cccs4)nn32)cc1 (configuration not stated),1.1,0.8,0.1,8,-10,-9,2,105,-8,0.7
CCOC(=O)N1CCN(CC(=O)Nc2cc3c(cc2C(C)=O)OCO3)CC1,1,1.1,-0.3,-15,-5,-4,-20,107,15,-1.1
CC(=O)Nc1sc2c(c1C(=O)N1CCOCC1)CCCCC2,1,1.1,0.1,12,-11,-2,2,97,-12,-0.1
Cn1c(SCC(=O)NCc2ccco2)nc2ccccc2c1=O,1.1,1.2,-0.3,-14,3,-6,1,100,14,-0.8
COC(=O)c1cc(-c2cccc(OC)c2)on1,0.8,1.4,-0.4,-8,-1,25,-1,98,8,-0.4
CC(C)C(=O)N1CCN(c2ccccc2NC(=O)c2cccc(Cl)c2)CC1,1.1,1,-0.1,-9,-1,-9,-7,98,9,1.8
